# CHOP inh – inhibitors of CHOP promoter induction, primary screen, cell-based, unfolded protein response, luciferase reporter | CHO-K1 CHOP-promoter luciferase, tunicamycin-induced, 15-18 h | inhibition, % at 10 µM | actives 3.8% (n = 220,000) | AID 2732, 2010;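 active = compounds that reduced the stress-induced luciferase reporter signal by more than about 70% of percent inhibition, limit read from the data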;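 note: 0% = tunicamycin plus vehicle and 100% = wells without tunicamycin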
# TbHK1 inh – Trypanosoma brucei hexokinase 1 inhibitors, primary screen, biochemical, G6PDH-coupled NADH absorbance, MLSCN library; hexokinase 1 [Trypanosoma brucei]; recombinant TbHK1, G6PDH-coupled NADH A340; inhibition, % at 10 µM; actives 0.11% (n = 220,000); AID 1430, 2008;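 active = inhibition of 50% or more in the single-dose primary screen; inactive = inhibition below 50%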
# PGE2 EP2 inh – human EP2 receptor antagonists, primary screen, TR-FRET cAMP, C6 glioma cells. AID 1422, 2008. C6 glioma cells expressing human EP2; cells stimulated with saturating PGE2. Prostaglandin E2 receptor EP2 subtype (Homo sapiens), P43116. inhibition, % at 25 µM. actives 0.52% (n = 260,000);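 active = percent inhibition above 40 after rounding to a whole number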;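 note: rat C6 glioma host cells with rolipram phosphodiesterase inhibitor present; the protocol text gives 20 µM as final concentration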
# Target sequence (P43116 whole entry, looked up): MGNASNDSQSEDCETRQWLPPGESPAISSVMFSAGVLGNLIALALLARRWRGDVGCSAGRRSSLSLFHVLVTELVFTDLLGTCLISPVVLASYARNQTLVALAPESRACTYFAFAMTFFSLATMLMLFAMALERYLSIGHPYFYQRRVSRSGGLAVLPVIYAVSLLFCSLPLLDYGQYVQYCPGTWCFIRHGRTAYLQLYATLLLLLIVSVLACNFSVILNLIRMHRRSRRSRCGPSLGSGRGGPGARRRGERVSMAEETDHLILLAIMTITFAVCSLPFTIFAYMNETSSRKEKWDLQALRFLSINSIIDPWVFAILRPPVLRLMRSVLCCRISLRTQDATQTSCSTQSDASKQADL
# TNF necrop inh – inhibitors of TNF-alpha triggered necroptosis, primary screen, cell-based, Jurkat FADD-/-, single concentration; activation (protection from cell death), % at 10 µM; AID 463075, 2010; actives 0.068% (n = 220,000); Jurkat FADD-/- TNF necroptosis rescue, ATP luminescence, 24 h; 0 = TNF only, 100 = no-TNF cells;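 active = activation, meaning protection from cell death, of at least 50% relative to plate controls; inactive = activation below 50%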;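 note: necroptosis triggered by 40 ng/mL TNF-alpha added together with compound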
# Wee1 degr inh – Wee1 degradation inhibitors, primary screen, cell-based, HeLa, Wee1K328M-luciferase, luminescence. Wee1-like protein kinase (Homo sapiens), P30291. HeLa Luc-Wee1K328M stability; 100% = proteasome inhibitor MG132 effect. reporter increase, % at 5 µM. actives 1.2% (n = 220,000). AID 1321, 2008;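 active = activation above the mean of all tested compounds plus 3 SD, set per screening run, cut at about 8.8% in these data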;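 note: cells exposed to compound for 20 h before luminescence read; 0% = DMSO alone and 100% = MG132 at 30 µM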
# Target sequence (P30291 whole entry K328M): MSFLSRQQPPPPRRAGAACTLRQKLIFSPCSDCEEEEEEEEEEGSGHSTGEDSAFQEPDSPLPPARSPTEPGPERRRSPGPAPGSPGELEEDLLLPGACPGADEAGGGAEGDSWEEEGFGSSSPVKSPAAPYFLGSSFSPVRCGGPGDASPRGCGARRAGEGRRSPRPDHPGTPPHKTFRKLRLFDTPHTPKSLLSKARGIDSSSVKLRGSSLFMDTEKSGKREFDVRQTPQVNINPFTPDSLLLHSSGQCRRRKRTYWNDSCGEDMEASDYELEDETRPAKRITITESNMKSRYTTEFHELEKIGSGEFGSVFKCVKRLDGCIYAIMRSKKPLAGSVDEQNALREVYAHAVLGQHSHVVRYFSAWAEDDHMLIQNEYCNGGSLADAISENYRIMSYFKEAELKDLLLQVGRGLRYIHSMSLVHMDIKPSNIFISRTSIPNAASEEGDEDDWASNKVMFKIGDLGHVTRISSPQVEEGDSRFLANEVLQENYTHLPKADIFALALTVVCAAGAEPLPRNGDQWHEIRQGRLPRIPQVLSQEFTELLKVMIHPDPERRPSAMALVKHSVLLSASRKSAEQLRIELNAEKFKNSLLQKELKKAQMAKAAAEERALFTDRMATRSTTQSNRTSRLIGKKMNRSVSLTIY
# L929 necroptosis – inhibitors of zVAD-triggered necroptosis, primary screen, L929 cells; L929 zVAD necroptosis rescue, ATP luminescence, 24 h; with zVAD 60 µM; viability rescue, % at 10 µM; actives 0.38% (n = 220,000); AID 1377, 2008;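 active = activation, scaled between plate controls, above about 75%, limit read from the data; inactive = activation under that limit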;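 note: 0% = zVAD with DMSO and 100% = DMSO alone without zVAD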
# FXIa inh – human FXIa protease inhibitors, primary screen, biochemical, 1536-well; inhibition, % at 5 µM; AID 798, 2007; actives 0.14% (n = 220,000); purified FXIa, Boc-Glu-Ala-Arg-AMC fluorogenic substrate; Coagulation factor XI (Homo sapiens), P03951;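 active = inhibition of at least 40%; inactive = inhibition below 40%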;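 note: fluorescence of freed AMC excited at 355 nm; 0% = enzyme without compound and 100% = no enzyme blank; many of its hits are not listed in these tables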
# FXIIa inh – human FXIIa protease inhibitors, primary screen, biochemical, 1536-well; Coagulation factor XII (Homo sapiens), P00748; purified FXIIa, Boc-QGR-AMC fluorogenic substrate, 2 h; inhibition, % at 5 µM; actives 0.3% (n = 220,000); AID 800, 2007; in the data active = inhibition above about 40%;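 note: 0% = enzyme with no compound and 100% = blank without enzyme; many of its hits are not listed in these tables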
# PPC-1+TRAIL kill – compounds killing PPC-1 cancer cells with TRAIL present, primary screen, TRAIL potentiator project, ATPLite luminescence, uHTS | PPC-1 cells + TRAIL, ATPLite viability luminescence | cell killing (% activity), % at 4 µM | actives 0.41% (n = 220,000) | AID 1443, 2008;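 active = cell killing above 50% in the first pass at 4 µM, then a duplicate retest at 5 µM averaging 50% or more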;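 note: plate controls were cells with TRAIL plus DMSO for no effect and medium-only wells lacking cells for full effect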
# * marks the source's active call; other numbers are inactive results; . = no result given; & = joins results of further samples; [ ] = remark or other dose. A portion of the library, so the mix of outcomes need not match the whole.
SMILES,CHOP inh,TbHK1 inh,PGE2 EP2 inh,TNF necrop inh,Wee1 degr inh,L929 necroptosis,FXIa inh,FXIIa inh,PPC-1+TRAIL kill
CC(C)(C)NC(=O)NC(=O)CSc1cccc(C(F)(F)F)c1,90*,10,2,3.0,0,1.7,-8,7,-10
CCCC(=O)Nc1ccc2c(c1)c1ccccc1n2CC,29,-2,1,1.6,4,0.8,4,7,13
CCC1(C)Cc2c(C#N)c(N)sc(=S)c2CO1 (stereo not given),-5,83*,31,-3.0,-3,0.1,0,10,14
CCCN(CCC)c1nc(NC2CCN(C(=O)OCC)CC2)nc(OC)n1,72*,-4,18,-1.2,-2,1.2,0,6,17
CCc1cccc(C)c1NC(=O)CN1C(=O)c2ccccc2S1(=O)=O,24,-1,7&8,-0.8,-1,1.8,4,10,19
Cc1ccc(/C=N\NC(=O)c2cc(OCC(F)(F)F)ccc2OCC(F)(F)F)cc1,55,-9,8,-2.9,-2,0.1,-1,10,17
COc1ccc(CCNC(=O)C2CC3Cn4c(nc5cc(Cl)c(Cl)cc54)C3N2C)cc1 (stereo not given),14,-5,11,2.8,.,-0.5,0,6,29
CCOC(=O)c1[nH]c(C)c(/C(O)=C2\C(=O)C(=O)N(CCCN(CC)CC)C2c2cccnc2)c1C (stereo not given),.,-16,17,-1.7,-1,0.8,.,.,.
CC1(C)Oc2ccc3ccc(=O)oc3c2C(N2CCCCC2)C1O (stereo not given),-6,-16,3,0.3,-1,0.0,7,16,3
COc1cc(OC)nc(NC(=O)CSc2nnc(-c3ccccc3)n2C2CCCCC2)n1,.,4,-5,0.8,-3,1.1,.,.,.

# Records above marked active in TbHK1 inh:
molecule	CHOP inh	TbHK1 inh	Wee1 degr inh	FXIa inh	FXIIa inh
CCC1(C)Cc2c(C#N)c(N)sc(=S)c2CO1 (stereo not given)	-5	83*	-3	0	10

# (listing goes on)
SMILES,CHOP inh,TbHK1 inh,PGE2 EP2 inh,TNF necrop inh,Wee1 degr inh,L929 necroptosis,FXIa inh,FXIIa inh,PPC-1+TRAIL kill
CCC(=O)N1CCn2c1nc1ccccc12,-1,2,7,0.3,-2,0.4,1,5,-1
Cc1cc(C(=O)NNC(=S)NCc2ccccc2)cs1,9,0,10,0.4,1,1.0,11,16,2
CC(=O)c1cccc(NC(=O)Nc2cnn(Cc3ccc(Cl)cc3Cl)c2)c1,56,-9,7,-0.9,1,0.3,-1,-1,6
Cc1cccc2[nH]c(CN(C)C(=O)CC3C(=O)NCCN3CC(C)(C)C)nc12 (stereo not given),3,-6,5,1.2,1,0.4,1,12,17
O=C(c1ccc(Cl)cc1)N1CCCC(C(=O)N2CCc3ccccc3C2)C1 (stereo not given),6,-4,16,0.4,1,0.1,-5,2,10
COc1ccc(CN2CCC(CNC(=O)NC3CCCCC3)CC2)cc1,20,0,17,0.1,0,-0.4,5,18,3
Cc1ccc(-c2noc(CN3CCN(C(c4ccccc4)c4ccccc4)CC3)n2)cc1,-10,-1,0,-0.5,1,1.9,2,12,15
CC1(C)C(O)=C(c2nc3ccccc3[nH]2)C(=N)N1c1ccccc1,-20,-1,4,-17,3,0.1,-3,6,-6
O=S(=O)(NCc1cccnc1)c1ccc(Cl)nc1,-3,6,12,-0.2,-2,0.3,-7,4,2
COCCCNC(=O)c1ccc(N(C)S(C)(=O)=O)cc1,21,6,13,-0.1,0,-0.1,14,4,-18
O=C(Nc1ccon1)c1cc(-c2ccccc2)nc2ccccc12,44,-18,.,0.3,2,-1.1,6,10,26
CC(C)(C)NCc1cc(Cl)ccc1OCc1cccs1,7,-1,4,-2.3,-1,-0.1,5,9,-3
Cc1cc(NC(=O)OC(C)C)ccc1-c1ccc(NC(=O)OC(C)C)cc1C,25,2,11,0.3,1,0.0,2,6,-3
N#CC1=C(SCC(=O)c2cc3ccccc3oc2=O)NC(=O)C(C#N)C12CCCC2 (stereo not given),.,-16,31,-2.8,-1,0.1,-7,-4,4
Cc1nc2c(-c3ccccc3)c(C)[nH]n2c(=O)c1Cc1ccccc1,-29,-2,9,0.9,-2,-0.5,-4,2,25
O=C(NCc1ccccn1)c1ccc(CS(=O)(=O)Cc2ccc(Cl)cc2)o1,-17,-2,14,0.0,-4,1.3,0,9,-34
CCCN1C(=O)C(O)(CC(=O)c2cccc(OC)c2)c2ccccc21 (stereo not given),-11,6,5,-0.9,2,-1.2,1,12,23
NC1=NC(c2ccccc2Cl)n2c(nc3ccccc32)N1 (stereo not given),-3,2,10,0.0,-1,0.9,-6,-10,4
Fc1cccc(Cc2noc(CN3CCOCC3)n2)c1,31,-3,3,1.3,1,-0.1,3,11,-1
CCCSc1ncc(Cl)c(C(=O)Nc2ccc(S(=O)(=O)N3CC(C)OC(C)C3)cc2)n1 (stereo not given),11,-16,6,-1.1,-1,0.3,0,14,-4

# Brought forward from above: 2 entries; new compounds follow.
SMILES,CHOP inh,TbHK1 inh,PGE2 EP2 inh,TNF necrop inh,Wee1 degr inh,L929 necroptosis,FXIa inh,FXIIa inh,PPC-1+TRAIL kill
Fc1cccc(Cc2noc(CN3CCOCC3)n2)c1,31,-3,3,1.3,1,-0.1,3,11,-1
CCCSc1ncc(Cl)c(C(=O)Nc2ccc(S(=O)(=O)N3CC(C)OC(C)C3)cc2)n1 (stereo not given),11,-16,6,-1.1,-1,0.3,0,14,-4
C=C(C)CC(NCCc1ccccc1)c1ccco1 (stereo not given),3,0,5,1.7,-3,1.0,-1,5,-1
CC(C)OC(=O)CSc1nnc(-c2ccccc2)n1N,-21,4,5,-2.6,1,-0.3,2,16,-10
CCOC(CCn1c(SCc2cccc([N+](=O)[O-])c2)nc2ccccc2c1=O)OCC,11,-4,11,1.8,-1,-0.2,0,6,21
O=S(=O)(Nc1cccc(-c2nc3cccnc3s2)c1)c1cccs1,0,-18,13,-1.4,6,1.6,4,10,2
Cc1cc(NCc2ccccn2)n2ncc(-c3ccc(Cl)cc3)c2n1,-24,-5,13,1.3,1,73,-9,-6,-8
CNC(=S)N1N=C(c2ccc(OC)cc2)CC1c1ccc(Cl)cc1Cl (stereo not given),-10,-38,6,4.4,0,-0.9,-5,10,10
N#Cc1c(SCc2cccc(Cl)c2)sc(C(=O)c2ccccc2)c1N,50,19,15,-4.1,-1,-0.2,-16,14,-22
Cc1ccc(Cn2c(CN3CC(C)OC(C)C3)nc3c2c(=O)n(C)c(=O)n3C)cc1 (stereo not given),13,-4,10,-0.4,-2,-0.4,-3,8,3
CCOc1ccc(C(=O)Nc2cccc(C)n2)cc1,52,-1,11,-3.7,1,4.8,4,2,51*[5 µM]
Cc1ccc(/C=C2\C(=O)Nc3ccccc32)o1,-7,-8,5,0.1,0,78*,4,7,17
COc1ccc(OC)c(C2=NOC(C(=O)NCCN3CCOCC3)C2)c1 (stereo not given),-5,-5,3,-1.2,-2,-0.1,-6,8,-3
Cc1cccc2cc(COC(=O)c3ccccc3)c(=O)[nH]c12,33,-2,-1,0.6,3,1.4,-7,9,10
Cc1scc(C(=O)N/N=C/c2ccco2)c1C,0,-9,9,-2.2,5,0.1,7,16,-2
CCCCOCCCNC(=O)C1CCCCC1,6,0,12,-0.9,1,0.0,7,10,22
CCC(C)[C@@H](CN(N=O)[C@@H](Cc1ccccc1)CN(C)N=O)N(CCc1ccccc1)N=O (stereo not given in full),14,5,10,1.7,3,0.7,-1,7,12
CC[n+]1ccc(C)c2cc(P(=O)(c3ccccc3)c3ccccc3)ccc21,-18,-5,5,-0.1,3,2.7,-1,10,25
CC1(C)CC(=O)c2sc(NC(=O)C3COc4ccccc4O3)nc2C1 (stereo not given),9,-39,13,4.0,0,0.2,7,16,1
O=C(CCc1nc2ccccc2c(=O)[nH]1)OCC(=O)N1CCN(S(=O)(=O)c2ccccc2)CC1,21,7,11,-0.3,2,-0.2,2,11,6
Cc1cccc(N=Cc2cc3c(cc2[N+](=O)[O-])OCO3)c1,28,-6,4,-5.3,1,0.0,5,15,20
CCc1nnc(NC(=O)c2ccc(S(=O)(=O)N(CCOC)CCOC)cc2)s1,-26,-17,8,1.4,0,1.1,5,16,15

# By substructure, the compounds so far containing a furan ring, fused or not (four)
SMILES,CHOP inh,TbHK1 inh,PGE2 EP2 inh,TNF necrop inh,Wee1 degr inh,L929 necroptosis,FXIa inh,FXIIa inh,PPC-1+TRAIL kill
O=C(NCc1ccccn1)c1ccc(CS(=O)(=O)Cc2ccc(Cl)cc2)o1,-17,-2,14,0.0,-4,1.3,0,9,-34
C=C(C)CC(NCCc1ccccc1)c1ccco1 (stereo not given),3,0,5,1.7,-3,1.0,-1,5,-1
Cc1ccc(/C=C2\C(=O)Nc3ccccc32)o1,-7,-8,5,0.1,0,78*,4,7,17
Cc1scc(C(=O)N/N=C/c2ccco2)c1C,0,-9,9,-2.2,5,0.1,7,16,-2

# (cont.)
SMILES,CHOP inh,TbHK1 inh,PGE2 EP2 inh,TNF necrop inh,Wee1 degr inh,L929 necroptosis,FXIa inh,FXIIa inh,PPC-1+TRAIL kill
Cc1cc2ncn(S(=O)(=O)c3ccc(S(=O)(=O)N4CCOCC4)cc3)c2cc1C,47,-1,2,-0.9,0,-0.3,-3,9,18
CC(C)N(C(=O)CSc1nnc(Cn2nnc3ccccc32)n1C)C(C)C,3,32,4,0.2,4,-0.1,8,17,3
Clc1ccc(-c2nc3nc4ccccc4nc3n2Cc2ccco2)cc1,-7,4,6,-0.8,-1,-0.3,1,14,-10[5 µM]
O=C(Cc1ccccc1)Nc1ccc(-c2nnc(-c3ccco3)o2)cc1,27,1,8,-0.4,-1,-0.1,3,6,-6
Cn1c(NC(=O)/C=C/c2c(F)cccc2Cl)cc(=O)n(C)c1=O,35,-5,7,-0.9,-2,32,-3,5,31
CCOC(=O)c1[nH]c(C)c(C(=O)NCc2ccco2)c1C,15,-1,5,-0.6,1,2.1,9,8,12
O=[N+]([O-])c1cc(C(F)(F)F)ccc1Sc1ccc2ccccc2n1,20,6,6,-0.8,3,0.3,5,24,12
COc1ccc(CCNC(=O)COC(=O)c2ccc(N3CCCC3=O)cc2)cc1,-22,2,9,0.6,0,4.2,-2,1,0
Cc1ccc(-c2noc(CCC(=O)NCCN3CCOCC3)n2)cc1,-6,2,13,-0.5,1,-1.1,1,6,-9
O=C(CCCO)c1ccc2c(c1)OCCO2,3,-2,17,-1.1,0,-0.6,-1,2,9
CC(c1ccccc1)N1CCn2c(nc3cc(NS(C)(=O)=O)ccc32)C1 (stereo not given),11,0,5,0.1,1,0.6,1,3,-4

# Assay outcomes (PubChem)
